TbREL1 inh: TbREL1 inhibition, primary screen; P86926; TbREL1 RNA ligation, FRET fluorescence; inhibition, % at 9.66 µM; actives 0.49% (n = 89,000); AID 1117264;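 active means inhibition above the mean inhibition across all screened compounds plus 3 SD, cut at about 11% in these data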;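 further: 0% = plate median of test wells and 100% = NSC42067 control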
Target sequence (P86926 whole entry, looked up): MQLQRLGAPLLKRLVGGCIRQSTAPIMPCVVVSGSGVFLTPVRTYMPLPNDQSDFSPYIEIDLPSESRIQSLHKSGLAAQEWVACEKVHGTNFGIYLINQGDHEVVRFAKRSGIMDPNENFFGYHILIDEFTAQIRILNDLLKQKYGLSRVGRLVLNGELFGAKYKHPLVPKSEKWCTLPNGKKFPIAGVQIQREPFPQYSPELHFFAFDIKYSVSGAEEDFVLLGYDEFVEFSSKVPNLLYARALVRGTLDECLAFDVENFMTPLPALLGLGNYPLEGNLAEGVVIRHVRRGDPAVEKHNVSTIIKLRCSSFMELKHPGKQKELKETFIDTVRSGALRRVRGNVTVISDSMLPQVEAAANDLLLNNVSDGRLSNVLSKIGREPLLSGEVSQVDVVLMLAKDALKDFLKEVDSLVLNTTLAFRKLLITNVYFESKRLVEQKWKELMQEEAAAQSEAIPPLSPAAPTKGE
* = called active by the depositor. Only part of the results is shown; count on the stated rates, not on these rows.

cpd | SMILES | TbREL1 inh
1 | CC(C)C(NC(=O)c1ccccc1)C(=O)NCCc1ccccc1 (configuration not stated) | -2
2 | Cc1ccc(NC(=O)Cc2ccccc2F)cc1S(=O)(=O)N1CCCCCC1 | -1
3 | CCN(CC)S(=O)(=O)c1cc(C(=O)Nc2cccnc2)ccc1Cl | 3
4 | COc1ccc2nc(NC(=O)C3CCCN3S(=O)(=O)c3ccc(C)cc3)sc2c1 (configuration not stated) | 4
5 | CCC(=O)OCC(=O)Nc1cc([N+](=O)[O-])ccc1Cl | 1
6 | CN(C(=O)CSc1nc2ccccc2n1C)C1CCS(=O)(=O)C1 (configuration not stated) | 5
7 | O=C(O)C1CC(=O)N(c2ccc(F)cc2)C1 (configuration not stated) | -1
8 | CC(=O)NC(Cc1c[nH]c2ccccc12)C(=O)OCC(=O)N1CCCCCC1 (configuration not stated) | -3
9 | O=C(COc1ccccc1)NCC(=O)Nc1cccc2ccccc12 | 0
10 | COc1cc(C(=O)Nc2ccc(S(=O)(=O)N3CCCCC3)cc2)ccc1OCC(=O)N1CCOCC1 | -4
11 | N#Cc1c(N)nc2c(c1-c1cccnc1)CCCCC2 | -2
12 | CCC(C)CNC(=O)CN1C(=O)C2CCCCN2C(=O)c2ccccc21 (configuration not stated) | 0
13 | CCCCn1c(N)c(N(CCC(C)C)C(=O)c2cc(Cl)nc3ccccc23)c(=O)[nH]c1=O | -1
14 | Cc1ccc(Cl)cc1N1CCN(S(=O)(=O)c2ccc3c(c2)oc(=O)n3C)CC1 | 2
15 | Cc1noc(C)c1COc1cccc(C(=O)NCc2ccccc2Cl)c1 | 3
16 | N#CC1=C2N=C(N)c3ccccc3N2C2=C(C(=O)CCC2)C1c1ccc(Cl)cc1 (configuration not stated) | 0
17 | CC(=O)c1ccc(-c2cc(C(C)=O)c3n(c2=O)CCC3)cc1 | -2
18 | Cc1nc(Cl)c(C#N)c2c1CCCC2 | 9
19 | Cc1ccc(NC(=O)c2ccc3c(c2)C(=O)N(CC2CCCO2)C3=O)cc1C (configuration not stated) | -2
20 | O=C(CN1CC(=O)Nc2ccccc21)Nc1ccc(F)c(F)c1 | 3
21 | CC(=O)c1cc(-c2ccccc2)n(CC(=O)N2CCCCC2)c1C | -6
22 | O=C(C1CCC1)N1CCN(S(=O)(=O)c2ccc([N+](=O)[O-])cc2)CC1 | -1
23 | CC1CCCCC1NC(=O)COC(=O)c1ccc2c(c1)NC(=O)CS2 (configuration not stated) | -2
24 | CN1CCN(c2ccc(C(CC(N)=O)NC(=O)Cc3cccc4ccccc34)cc2[N+](=O)[O-])CC1 (configuration not stated) | 0
25 | CCCNC(=O)C1CC(c2ccc(C(F)(F)F)cc2)=NO1 (configuration not stated) | 0
26 | Cc1cc(C)cc(OCC(O)CN2C(=O)NC(C)(C)C2=O)c1 (configuration not stated) | 1
27 | c1ccc(-n2cnc3cc(NCc4ccncc4)ccc32)cc1 | -3
28 | Cc1cc(C)c(C#N)c(SCC(=O)Nc2nonc2N)n1 | 4
29 | O=C(OCc1ccccc1)[C@H](Cc1ccccc1)NC(=O)[C@@H]1CC=C[C@@H]2CCN(C3CCCCC3)C(=O)[C@@H]21 | 0
30 | O=C(N/N=C/c1cccc(OC(=O)c2cccc(Br)c2)c1)c1ccncc1 | 2
31 | COc1ccc(Cl)cc1Cn1c(C)c(C(=O)NCc2ccccc2C(F)(F)F)sc1=O | 0
32 | O=Cc1ccc(C(=O)OCC(=O)Nc2ccc(F)cc2F)cc1 | 4
33 | CCC(=O)N1C(C(=O)NCc2ccc(OC)cc2)CSC1c1ccc(OC)cc1 (configuration not stated) | 2
34 | OCC[C@@H]1C[C@H](O)[C@@H](O)[C@@]2(Cc3ccccc3CO2)O1 | 1
35 | Cc1c(NC(=O)C(C)OC(=O)CCOc2ccccc2)c(=O)n(-c2ccccc2)n1C (configuration not stated) | 2
36 | O=C(Nc1nc(N2C(=O)c3ccccc3C2=O)n(-c2ccccc2)n1)c1ccccc1 | 4
37 | CCCn1c(=O)c2ccccc2n2c(SCCOc3ccccc3F)nnc12 | -1
38 | Cc1cccc(C)c1NC(=O)CCCSc1nnc(-c2ccco2)o1 | -2
39 | O=C(NC(=S)Nc1ccc2c(c1)OCCO2)c1ccccc1 | -2
40 | CN(C(=O)CSc1nc2ccccc2s1)c1c(N)n(Cc2ccccc2)c(=O)[nH]c1=O | 3

Ordered by number of heavy atoms (highest first): three of the compounds above.
cpd | SMILES | TbREL1 inh
30 | O=C(N/N=C/c1cccc(OC(=O)c2cccc(Br)c2)c1)c1ccncc1 | 2
21 | CC(=O)c1cc(-c2ccccc2)n(CC(=O)N2CCCCC2)c1C | -6
32 | O=Cc1ccc(C(=O)OCC(=O)Nc2ccc(F)cc2F)cc1 | 4

(listing goes on)
cpd | SMILES | TbREL1 inh
41 | COc1ccc(-c2nnc(-c3ccc(OCC(C)C)cc3)o2)cc1 | -2
42 | CC1(c2ccccc2)NC(=O)N(CC#N)C1=O (configuration not stated) | 2
43 | Cc1cc(C)n(CCCNC(=O)c2ccc3c(c2)NC(=O)CS3)n1 | 1
44 | CCOC(=O)N1CCC(NC(=O)CCc2c(C)nc3ncnn3c2C)CC1 | 1
45 | Cc1cccc(-c2oc3ccccc3c2-c2ccc3c(c2)OCO3)c1 | 1
46 | CC(C)=CC([C@]12C[C@H](CO)N[C@@H]1Nc1ccccc12)S(=O)(=O)c1ccccc1 (some centres not stated) | -8
47 | Cc1ccc(NS(=O)(=O)c2ccc(OCC(=O)NCc3ccncc3)cc2)cc1 | -4
48 | CCC1(C(=O)O)NC(c2cc(OC)ccc2O)C2C(=O)N(Cc3ccccc3)C(=O)C21 (configuration not stated) | 1
49 | COC(=O)C1CCN(c2cc(=O)n(-c3ccccc3Cl)c(=O)[nH]2)CC1 | -1
50 | Cc1c(C(=O)NC2CCN(Cc3ccccc3)C2)oc2ccc(Br)cc12 (configuration not stated) | -3
51 | COc1cccc(CNC(=O)c2cccc(S(=O)(=O)N3CCN(Cc4ccccc4)CC3)c2)c1 | -1
52 | Cc1ccc(-c2csc3ncnc(NCCC(=O)O)c23)cc1C | -2
53 | NC(=O)c1sc2nc(N3CCCCC3)c3c(c2c1N)CCCC3 | 5
54 | O=C(Nc1ccc(F)cc1)NC1CCCc2ccccc21 (configuration not stated) | 2
55 | Cc1ccc(NC(=O)COC(=O)c2cc(Cl)cc(Cl)c2)c(Br)c1 | 1
56 | Cc1ccccc1N(C(=O)c1snc(C(N)=O)c1N)C(C(=O)NCC1CCCO1)c1ccc(F)cc1 (configuration not stated) | 2
57 | O=C(Nc1ccc(Cl)cc1)c1ccc(S(=O)(=O)N2CCOCC2)cc1 | 1
58 | Cc1ccc(CNC(=O)C2CCC(CNc3c(N4CCOCC4)c(=O)c3=O)CC2)cc1 (configuration not stated) | -5
59 | CCN(c1ccccc1)S(=O)(=O)c1cc(C(=O)NCc2ccco2)ccc1C | 3
60 | O=C(NCc1ccccc1)C1C(=O)Nc2ccccc2C(=O)N1c1ccc2c(c1)OCCO2 (configuration not stated) | 2
61 | O=S1(=O)CC(O)C(NCc2ccco2)C1 (configuration not stated) | 2
62 | CC1(C)O[C@@H]2[C@H](O1)[C@@H](COS(=O)(=O)O)O[C@H]2n1c(=S)[nH]c2c(=O)[nH]c(N)nc21 | -3
63 | COc1cc(/C=N/Nc2ccc(Cl)c(C(=O)O)c2)ccc1OC(=O)c1cccs1 | -3
64 | COC(=O)c1cc(-c2cnc(OC)nc2OC)c(=O)n2c1CCC2 | 1
65 | C=CCOc1c(Br)cc(/C=C(\C#N)C(N)=O)cc1OC | 0
66 | Cc1cc(Nc2c(C)cccc2C)n2nc(C)nc2n1 | 2
67 | Fc1ccc2nc(COCc3nc4ccc(F)cc4[nH]3)[nH]c2c1 | -2
68 | COc1ccc(NS(=O)(=O)c2cc(NC(=O)CCc3ccccc3)ccc2N2CCOCC2)cc1 | 1
69 | CC(=O)Nc1cccc(NC(=O)CSc2nnnn2C(C)C)c1 | 0
70 | COCCCNCCOCCOc1ccccc1-c1ccccc1 | 4
71 | C(=N\Nc1ccc2ccccc2n1)/c1ccc2c(c1)OCCO2 | -1
72 | O=C(Cc1ccccc1)N/N=C/c1ccc[nH]1 | 2
73 | CCOc1cccc(-c2cc(C(=O)NN)[nH]n2)c1 | 6
74 | COc1ccc(OC)c(NC(=O)CCCNC(=O)Cn2cnc3sc(C)c(C)c3c2=O)c1 | 0
75 | COc1ccc(C(=O)N2CCCC(Nc3ccc(C)c(C)c3)C2)c(OC)n1 (configuration not stated) | -8
76 | FC(F)(F)C1CC(c2cccs2)Nc2ncnn21 (configuration not stated) | 0
77 | COC(=O)c1cnc(SC)nc1C | 0
78 | CCC(C)NC(=O)CN(C)S(=O)(=O)c1ccc2c(c1)c(=O)n(C)c(=O)n2C (configuration not stated) | 8
79 | CCOC(=O)C(=O)Nc1cc([N+](=O)[O-])ccc1C | 0
80 | Cc1cccc2c1cnn2C(=O)Nc1ccccc1Cl | 0

Looked up by structure from above:
cpd | SMILES | TbREL1 inh
63 | COc1cc(/C=N/Nc2ccc(Cl)c(C(=O)O)c2)ccc1OC(=O)c1cccs1 | -3
74 | COc1ccc(OC)c(NC(=O)CCCNC(=O)Cn2cnc3sc(C)c(C)c3c2=O)c1 | 0
80 | Cc1cccc2c1cnn2C(=O)Nc1ccccc1Cl | 0
71 | C(=N\Nc1ccc2ccccc2n1)/c1ccc2c(c1)OCCO2 | -1

Down the list, from the results shown.
TbREL1 inh, compounds 26–36: 1, -3, 4, 0, 2, 0, 4, 2, 1, 2, 4

Other records.
cpd | SMILES | TbREL1 inh
81 | COc1cccc(C2c3c(C)nn(-c4ccc([N+](=O)[O-])cc4)c3N=C3C(=O)Nc4ccccc4N32)c1 (configuration not stated) | 1
82 | CCOC(=O)c1c(NC(=O)c2cccnc2Cl)sc(C(=O)N(C)C)c1C | 0
83 | CCCc1nc2c(C)cc(Br)cn2c1Cc1cccc(F)c1 | 0
84 | O=C(Nc1c(-c2cccs2)nc2ccccn12)c1ccccc1F | -2
85 | CC(=O)c1ccc(N2CCN(C(C)C(=O)NC3CCCc4ccccc43)CC2)cc1 (configuration not stated) | -2
86 | c1coc(CN2CCN(C(c3cccs3)c3nnnn3C3CCCC3)CC2)c1 (configuration not stated) | 2
87 | CCOc1cc(CNC(=O)CN2C(=O)c3ccccc3S2(=O)=O)ccc1OC | 1
88 | COC(=O)[C@H](Cc1c[nH]c2ccccc12)NC(=O)Nc1ccccc1OC | -4
89 | O=C(CCCOc1ccccc1)Nc1cccc(S(=O)(=O)N2CCCCCC2)c1 | -2
90 | Cc1ccc(C(=O)NC(=S)Nc2ccc(-c3ccc(CO)o3)cc2)cc1 | -6
91 | Cc1ccc(Cl)cc1N1CCN(C(=S)NCCc2ccccc2)CC1 | -3
92 | COc1ccc(C(=O)CSc2nnc(CN3CCCCC3)n2-c2ccc(Cl)cc2)cc1OC | -4
93 | COc1ccccc1CC(NC(C)=O)C(=O)NC1CCN(S(=O)(=O)c2ccc(NC(C)=O)cc2)CC1 (configuration not stated) | -2
94 | Cc1ccc(-c2cc(C(F)(F)F)n3nc(C(=O)NCCCn4ccnc4)cc3n2)cc1C | -2
95 | Cc1noc(C)c1CSCC(=O)N(C)CC(=O)Nc1ccccc1Cl | 5
96 | Cc1cccc(OC(C)C(=O)Nc2ccc3c(c2)OCCO3)c1 (configuration not stated) | 0
97 | Cc1ccc(S(=O)(=O)NC(CC(C)C)C(=O)NCCCn2nc(C)cc2C)cc1 (configuration not stated) | -1
98 | Cc1cccc(NC(=O)CN(C)S(=O)(=O)c2cccc3cccnc23)c1C | 1
99 | COc1ccccc1NC(=O)CCSc1nnnn1C | 7
100 | O=C(CCn1c(=O)oc2ccccc21)N1CCN(c2ccccc2Cl)CC1 | -3
101 | Cc1ccc(NCCNc2ccc(C)cc2)cc1 | -8
102 | O=C(COC(=O)c1ccco1)Nc1ccc(N2CCOCC2)cc1 | -4
103 | COc1ccc(C)cc1NS(=O)(=O)c1ccc2c(c1)N(C(C)=O)CCO2 | -3
104 | COc1ccc(NC(=O)c2c(F)c(F)c(F)c(F)c2F)cc1Cl | -3
105 | O=C(NCCN1CCN(Cc2ccccc2)CC1)C1CC(=O)N(C2CCCC2)C1 (configuration not stated) | -3
106 | Cc1cc(N2CCN(c3ccc(F)cc3)CC2)nc2cc(O)ccc12 | 0
107 | O=C(NC1CCCCC1)C1CCCN(S(=O)(=O)c2cccc3cccnc23)C1 (configuration not stated) | 13*
108 | CCCn1c(C2CCCN2c2nc(-c3ccc(C)cc3)cs2)nc2ccccc21 (configuration not stated) | -2
109 | COc1ccccc1CNc1nc(C)c(C(C)=O)s1 | 6
110 | O=C(NCCCNC(=O)NC1CCCCC1)NC1CCCCC1 | 8
111 | Cc1cccc(N2CCN(C(=O)c3cn4ccccc4n3)CC2C)c1 (configuration not stated) | 6
112 | COc1cc(-c2nc(-c3ccc(NC(=O)c4ccc5c(c4)OCO5)cc3)no2)cc(OC)c1OC | 1
113 | Cc1ccc(Cl)cc1NC(=O)COC(=O)CC(C)(C)C | 0
114 | CC(C)[C@H](NC(=O)c1ccc(Br)cc1)C(=O)NC1CCCCC1 | -4
115 | Cc1ccc(C2CN(CCC(N)=O)C(=O)CO2)cc1 (configuration not stated) | -1
116 | C#CCNC(=O)/C=C/c1ccc(C)cc1 | 6
117 | Cc1cccc(NC(=O)CSc2nnc(-c3ccncc3)n2C)c1 | 0
118 | Cc1noc(C)c1COc1cccc(C(=O)Nc2ccc(OCc3ccccc3)cc2)c1 | 1
119 | COc1cc2c(C#CCO)c(-c3ccc(C#N)cc3)oc(=O)c2cc1OC | -2
120 | Cc1ccc(C(=O)NCC(=O)OC(C)C(=O)Nc2ccc(N(C)C)cc2)s1 (configuration not stated) | -3

2 entries from above in a different format:
102. O=C(COC(=O)c1ccco1)Nc1ccc(N2CCOCC2)cc1
  TbREL1 inh: -4

103. COc1ccc(C)cc1NS(=O)(=O)c1ccc2c(c1)N(C(C)=O)CCO2
  TbREL1 inh: -3

Other structures:
cpd | SMILES | TbREL1 inh
121 | COC(=O)CSc1nnc(-c2ccccc2O)n1-c1ccc(C)cc1 | 0
122 | O=C1CC(c2ccccc2)n2nc(NC(=O)c3cccnc3)nc2N1 (configuration not stated) | -5
123 | CC1CCN(c2ccc(-c3cccc(NC(=O)C(F)(F)F)c3)nn2)CC1 | 0
124 | Cc1ccccc1-c1nc(-c2cccnc2)no1 | -2
125 | O=C1NC(CCc2ccccc2)C(=O)N1Cc1ccccc1Cl (configuration not stated) | 0
